SUMO HTRF inh: inhibitors of human SUMOylation (UBC9); P63279; HTRF SUMOylation assay, SAE1/SAE2 + UBC9, in vitro; inhibition, % at 35 µM; 0.36% of 290,000 active; in the data active means inhibition above about 50%, passing the limit was not always enough; further: strong numbers were not always called active
Target sequence (P63279 whole entry, looked up): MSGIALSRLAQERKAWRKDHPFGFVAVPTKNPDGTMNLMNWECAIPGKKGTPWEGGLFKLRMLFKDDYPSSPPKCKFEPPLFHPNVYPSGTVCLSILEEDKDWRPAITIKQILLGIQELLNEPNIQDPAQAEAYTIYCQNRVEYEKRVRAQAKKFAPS
IDE cell activ: activators of human insulin-degrading enzyme in cells. activation, % at 5.96 µM. AID 493087. P14735. 0.073% of 340,000 active. HEK cells, FAbeta-B cleavage, fluorescence polarization; 0% vehicle, 100% cell-free pure enzyme wells;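 active means activation above the mean of all tested compounds plus 3 SD, set per screening campaign, cut at about 17% in these data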
NS3 helicase inh: inhibitors of Hepatitis C virus NS3 helicase; NS3 helicase DNA unwinding, Cy5 molecular beacon fluorescence; inhibition, % at 10.9 µM; 0.56% of 290,000 active;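 active means inhibition above the mean of all tested compounds plus 3 SD, set per campaign, cut at about 35% in these data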;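 further: 0% = DMSO wells and 100% = thioflavine S control wells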
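test system = hepatitis C virus NS3 helicase domain fragment enzyme | reagent = annealed dual-labelled DNA beacon duplex, ATP-started | times = 1 h at 25 °C | detection = Cy5 fluorescence, 0 and 60 min reads | read-out basis = percent inhibition from t60/t0 fluorescence ratio | control set = DMSO and thioflavine S | replication = one well per compound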
MEKK3 PB1 HTS: raises or lowers MEK5 binding to the human MEKK3 PB1 domain; Q99759; bead-based flow cytometry, Alexa488-MEK5 binding to MEKK3; actives lie on both sides; 0 = blocked by unlabeled MEK5, 100 = vehicle; binding response (% of control), % at 10 µM; 1.4% of 290,000 active; AID 1529;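 active means binding response more than 3 SD above or below the average of its plate-row segment, actives on both sides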;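 further: Alexa488 bead fluorescence after subtracting the streptavidin-only scavenger bead signal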
IMP-1 inh: blocks Pseudomonas aeruginosa IMP-1 metallo-beta-lactamase | purified IMP-1, nitrocefin hydrolysis, epi-absorbance fluorescence | inhibition, % at 5.6 µM | 0.45% of 290,000 active | AID 1556;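 active means inhibition above the mean plus 3 SD of all compounds in the same screening run, cut at about 4.5% in these data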;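 further: 0% = IMP-1 with DMSO and 100% = DMSO wells lacking enzyme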
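assay system = purified recombinant IMP-1 metallo-beta-lactamase enzyme | schedule = 15 min preincubation plus 25 min reaction at 25 °C | signal = Epi-absorbance fluorescence, 480 nm excitation, 530 nm emission | read-out basis = percent inhibition from optical density relative to buffer-blank wells | controls = IMP-1 with DMSO as 0%, enzyme-free DMSO as 100%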
pCIP destab: p/CIP protein destabilization; Q05BA5; F442A p/CIP-EGFP cells, EGFP fluorescence, 16 h; decrease of EGFP signal, % at 10 µM; 0.01% of 290,000 active; AID 1984;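 active means EGFP signal decrease of at least 30% at 10 µM or well 3 SD below plate mean, unless failing retest; inactive means the rest, including hits failing retest or dose response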; further: some compounds called inactive have numbers as strong as hits; many of its hits are not listed in these tables
PHOSPHO1 block: PHOSPHO1 (human) inhibition; 1.1% of 290,000 active; inhibition, % at 13.3 µM; recombinant PHOSPHO1, absorbance phosphatase assay; AID 1565; in the data active means inhibition above about 60%
Target sequence (Q8TCT1 whole entry, looked up): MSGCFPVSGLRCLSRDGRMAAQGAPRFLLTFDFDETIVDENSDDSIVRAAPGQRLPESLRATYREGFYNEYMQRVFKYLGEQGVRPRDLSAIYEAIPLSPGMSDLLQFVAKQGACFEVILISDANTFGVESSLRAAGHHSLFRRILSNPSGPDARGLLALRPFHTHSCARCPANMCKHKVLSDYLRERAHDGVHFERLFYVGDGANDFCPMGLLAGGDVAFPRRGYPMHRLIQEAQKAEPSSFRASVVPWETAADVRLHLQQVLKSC
VIM-2 inhibitor: inhibitors of Pseudomonas aeruginosa VIM-2 metallo-beta-lactamase | purified VIM-2, nitrocefin hydrolysis, epi-absorbance fluorescence | inhibition, % at 5.6 µM | 0.89% of 290,000 active;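 active means inhibition above the mean of all tested compounds plus 3 SD, cutoff set per screening run, cut at about 7.5% in these data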;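 further: red hydrolysis product quenches plate fluorescence so inhibitors raise well fluorescence; 0% = enzyme with DMSO and 100% = DMSO without enzyme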
DNA FID counter: counter-screen for HCV NS3 helicase inhibitors: DNA intercalator displacement | DNA fluorescent intercalator displacement, fluorescence | inhibition, % at 7.9 µM | 0.17% of 290,000 active | AID 1845; in the data active means inhibition above about 37%;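 further: 0% = vehicle and 100% = reference compound; higher means more ethidium bromide displaced from hairpin DNA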
Starred values were filed as active, the others as inactive; . = not tested or not shown. An excerpt. The share of hits here may be higher or lower than overall.

SMILES,SUMO HTRF inh,IDE cell activ,NS3 helicase inh,MEKK3 PB1 HTS,IMP-1 inh,pCIP destab,PHOSPHO1 block,VIM-2 inhibitor,DNA FID counter
NC(=O)c1ncn([C@@H]2O[C@H](CO)[C@@H](O)[C@H]2O)n1,-18,2,1,100,-4.0,-22,-11,-1.4,0
Cc1cc(NC(=O)COC(=O)CCC(=O)c2ccc(F)cc2)no1,8,-3,-4,103,-0.5,-5,18,1.4,3
CCOC(=O)c1cc(-c2ccncc2)nc2c1c(C)nn2-c1ccccn1,.,2,-2,113,-2.4,.,.,42*,-27
O=C(O)CCC(=O)NCc1cn(-c2ccccc2)nc1-c1cccc(Br)c1,28,2,2,100,-1.9,0,20,1.1,-38
COc1ccc(CCNC(=O)C(C(=O)c2ccc(F)cc2)n2ccccc2=O)cc1OC (configuration not stated),20,2,-6,92,0.1,-12,-2,1.1,-20
CC(C)(C)c1ccc(OCc2ccc(C(=O)NN)o2)cc1,-1,1,3,109,-3.0,-20,4,-4.9,-5
Brc1ccc(N=C(c2ccccc2)c2ccncc2)cc1,-4,4,-7,95,-0.6,7,-2,0.3,0
CCCCCn1c(N2CCN(c3cccc(Cl)c3)CC2)nc2c1c(=O)[nH]c(=O)n2C,-18,-3,-12,104,-3.2,-18,9,-3.0,0
COc1ccccc1N1CCN(C(=O)COc2cc(C)ccc2C)CC1,8,3,7,99,-2.3,-10,12,2.4,-12
C[n+]1ccccc1/C=C/c1ccccc1Cl,4,8,-2,104,0.4,-10,-75,0.1,-2
COc1ccc2nc(NCCCNC(=O)c3cc(OC)c(OC)c(OC)c3)c(C#N)cc2c1,28,2,15,97,-2.5,0,-2,-1.3,4
CC(C)OCCCNC(=O)CNC(=O)c1ccc(Cl)c(Cl)c1,9,1,6,102,-3.1,-6,19,-2.1,-11
CCOC(=O)c1cccc(NC(=O)Nc2cc(OC)ccc2OC)c1,0,6,-6,104,-0.5,-9,44,-0.8,-10
CCCCN(Cc1ccccc1)C(=O)C1CCC(=O)N(CCc2ccccn2)C1 (configuration not stated),3,1,5,97,-4.3,4,13,-1.6,-28
CCCc1cc(C(=O)Nc2nccs2)cs1,5,2,-11,76,-1.2,-20,-3,-2.7,-3
Cc1ccc(S(=O)(=O)C2(S(=O)(=O)c3ccc(C)cc3)CCCC2)cc1,-14,6,6,.,-4.0,7,24,-4.4,-22
CCOC(=O)CSc1nc2sc3c(c2c(=O)[nH]1)CCCC3,6,3,-3,81,-1.6,-14,-42,-2.8,-8
CCC(C)NC(=O)Cn1cc(S(=O)(=O)N2CCN(c3ccccc3F)CC2)c2ccccc2c1=O (configuration not stated),19,3,1,101,-1.4,-10,15,0.8,2
O=C(NC1CCCCC1)C(c1ccc(Cl)cc1)N(C(=O)c1ccccn1)c1cccnc1 (configuration not stated),-1,.,1,96,-2.2,-23,-15,-2.5,2
CCOc1cc(/C=C2/NC(=O)N(CC(=O)Nc3cccc(C)c3)C2=O)ccc1OC,40,0,-4,101,-3.1,-19,-14,-0.7,4
CCOC(=O)N1CCC(N(CCN(C)C)C(=S)Nc2cccc(Cl)c2)CC1,10,-4,11,102,-3.6,-11,-8,-2.8,-1
COc1ccc(-n2ccnc2SCC(=O)NO)cc1,10,0,-1,96,-1.9,-11,-20,1.7,-1
CCOc1ccc(/C=C2\C(=O)c3ccccc3OC2c2ccccc2)cc1 (configuration not stated),10,6,-3,109,-2.2,-7,50,-2.2,-2
C=CCOc1c(Cl)cc(CNCCC)cc1Cl,10,6,-6,107,-0.3,5,11,-1.4,2
O=C(NC12CC3CC(CC(C3)C1)C2)c1cccc([N+](=O)[O-])c1,6,-1,-2,91,0.5,0,29,1.3,2
CCCC(=O)Nc1cc(C(=O)O)ccc1Sc1ccccc1,-5,7,24,96,-1.5,9,-2,1.0,-15
Cc1sc2ncnc(SCC(=O)NC(=O)NCc3ccco3)c2c1C,19,-9,11,94,-1.6,-9,16,4.2,-14
O=C(O)CC(=O)Nc1ccccc1,12,-2,1,104,-4.2,-2,2,-1.7,-2
Nc1c(C(=O)O)cnn1-c1ccc([N+](=O)[O-])cc1,13,3,-9,106,-2.7,2,18,-2.1,0
O=c1[nH]cnc2c1nnn2Cc1ccccc1,-7,1,2,99,-0.8,10,.,-1.3,-2
COC(=O)C1=NN(c2ccc(C)cc2)C2(S1)SC(C(C)=O)=C(C)N2c1ccccc1 (configuration not stated),-2,2,3,102,-4.3,-1,64*,-0.5,1
CS(=O)(=O)NCc1ccc(C(=O)NCCOc2ccccc2)cc1,17,3,2,107,-3.6,-10,32,-0.4,-3
CC1CC(C)(C)NC(=S)N1CC(=O)N1CCN(Cc2ccc3c(c2)OCO3)CC1 (configuration not stated),3,2,1,100,-3.6,5,20,-1.4,-10
COc1ccc(-c2c(C)nn3c(N4CCOCC4)cc(C)nc23)cc1OC,-9,0,0,101,0.1,4,.,-0.2,-34
O=C(Nc1ccc(N2CCCCC2)c(Cl)c1)c1ccc2c(c1)OCCO2,0,0,-3,109,-2.3,-10,10,-0.5,-6
C=C(C)Cn1c(-c2ccncc2)n[nH]c1=S,7,3,-2,89,-4.6,15,15,1.8,-6
O=C(NCc1ccccc1)c1cc[n+](Cc2ccccc2)cc1,-2,3,-11,105,-2.7,-7,16,-2.8,9
CC(C)c1ccc(NC(=O)CSc2nc3ccsc3c(=O)n2CCC(=O)O)cc1,-11,0,32,98,-5.5,-3,7,-1.7,-43
COc1ccc(C(=O)O/N=C(\N)c2ccccc2Cl)cc1OC,19,-1,-9,99,-2.0,-16,16,-2.9,-6
COC(=O)c1ccc(Cl)c(NC(=O)Cc2ccccc2[N+](=O)[O-])c1,8,-2,5,101,-3.9,3,-24,0.1,5
COC(=O)/C=c1\sc2n(c1=O)C(C)=CC(C)(C)N=2,9,-5,-2,101,-2.7,-8,29,-2.4,0
COC(=O)Nc1ccc(S(=O)(=O)N2CCC(C(=O)N3CCC(C)CC3)CC2)cc1,-2,5,12,100,-2.2,3,24,-0.9,-25
CN(C)c1ccc(C=C(c2nnnn2-c2ccccc2)c2nnnn2-c2ccccc2)cc1,22,-3,0,101,-2.1,-4,-15,-1.9,-3
COc1cc2ncnc(NCc3ccc(F)cc3)c2cc1OC,12,-8,-10,102,-0.6,-9,23,-0.7,5
COc1ccc(C(=O)N2CCOC2CNC(=O)C(=O)NCc2ccco2)cc1 (configuration not stated),0,3,-8,102,-1.3,-14,29,-1.5,-5
Cc1ccc([C@@H]2[C@@H]3C(=O)N(c4ccccc4)C(=O)[C@@H]3[C@]3(C)C(=O)N(Cc4ccccc4)CC(=O)N23)o1,9,3,-14,99,-3.1,-20,-19,-0.7,-21
O=C(CCc1ccccc1)OCC(=O)c1ccc([N+](=O)[O-])cc1,-5,-6,-5,104,-2.0,5,-28,-2.0,5
COc1ccc(C(CNC(=O)C(Cc2ccccc2)NC(N)=O)N(C)C)cc1 (configuration not stated),12,4,-10,105,-2.4,-4,40,-2.6,-5
Cc1ncc(CO)c(/C=N/N=C/c2ccccc2O)c1O,14,6,2,105,-2.5,9,1,-1.2,-3
CCN1C(=O)CC(N2CCC(c3nc4ccccc4[nH]3)CC2)C1=O (configuration not stated),14,1,6,96,0.5,-4,16,0.8,1
O=C(NCCc1ccccc1)C1c2ccccc2C(=O)N1C1CC1 (configuration not stated),2,1,5,104,-1.4,8,5,0.0,-1
CCOc1ccccc1OC(=O)CN1C(=O)c2ccccc2C1=O,7,7,-11,105,-1.6,-6,15,-0.1,-17
CCc1nc2nc(C)cc(Nc3cccc(C(F)(F)F)c3)n2n1,14,7,-1,98,-3.6,-4,3,3.5,-14
CC(C)(C)CN1C(=O)C(=O)NC[C@H]1Cc1ccc(O)cc1,23,3,.,102,.,2,34,.,.
CCOc1ccc(CCNC(=O)C2CCCN(S(=O)(=O)N3CCOCC3)C2)cc1OCC (configuration not stated),-9,-3,3,98,-0.1,-1,33,-0.6,-30
CCOC(=O)C1=C(C)OC(N)=C(C(=O)OCC)C1c1ccncc1 (configuration not stated),9,0,-2,102,-1.3,5,11,-1.3,-12
CC(C)CNS(=O)(=O)c1ccc(C(=O)Nc2ccc3c(c2)OCO3)cc1,2,1,23,103,-4.5,-7,6,-1.8,-9
COc1cccc(CN2CCN(C(=O)c3cccs3)CC2)c1OC,21,-2,-4,105,-4.2,0,3,-0.2,-16
O=C(CN1CCCCC1)N1CCN(C(=O)CN2CCCCC2)CC1,16,.,1,94,-0.6,0,-9,-1.0,-1
Nc1cc(=O)[nH]c(SCC(=O)Nc2ccc([N+](=O)[O-])cc2)n1,16,12,6,106,-1.8,0,-28,-0.8,-2

With a hit mark in PHOSPHO1 block (from the list above):
| Molecule | SUMO HTRF inh | IDE cell activ | NS3 helicase inh | MEKK3 PB1 HTS | IMP-1 inh | pCIP destab | PHOSPHO1 block | VIM-2 inhibitor |
| --- | --- | --- | --- | --- | --- | --- | --- | --- |
| COC(=O)C1=NN(c2ccc(C)cc2)C2(S1)SC(C(C)=O)=C(C)N2c1ccccc1 (configuration not stated) | -2 | 2 | 3 | 102 | -4.3 | -1 | 64* | -0.5 |

Screening results deposited in PubChem BioAssay by several laboratories.
